FXIIa inh = blocks human coagulation factor XIIa protease activity; P00748; purified FXIIa, Boc-QGR-AMC fluorogenic substrate, 2 h; inhibition, % at 5 µM; hit rate 0.3% among 220,000; in the data active = inhibition above about 40%;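 also: 0% = enzyme with no compound and 100% = blank without enzyme; many of its hits are not listed in these tables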
Target sequence (P00748 20-372 limits assumed): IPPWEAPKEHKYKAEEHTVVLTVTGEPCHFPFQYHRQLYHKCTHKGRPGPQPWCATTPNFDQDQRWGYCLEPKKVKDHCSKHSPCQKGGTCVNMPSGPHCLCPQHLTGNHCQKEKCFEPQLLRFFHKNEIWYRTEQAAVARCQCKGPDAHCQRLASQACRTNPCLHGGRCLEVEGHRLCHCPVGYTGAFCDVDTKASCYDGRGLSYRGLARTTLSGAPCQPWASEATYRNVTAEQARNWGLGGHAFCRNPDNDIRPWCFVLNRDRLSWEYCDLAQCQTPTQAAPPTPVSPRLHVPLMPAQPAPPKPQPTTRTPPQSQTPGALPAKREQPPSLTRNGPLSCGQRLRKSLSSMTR
Target sequence (P00748 373-615 limits assumed): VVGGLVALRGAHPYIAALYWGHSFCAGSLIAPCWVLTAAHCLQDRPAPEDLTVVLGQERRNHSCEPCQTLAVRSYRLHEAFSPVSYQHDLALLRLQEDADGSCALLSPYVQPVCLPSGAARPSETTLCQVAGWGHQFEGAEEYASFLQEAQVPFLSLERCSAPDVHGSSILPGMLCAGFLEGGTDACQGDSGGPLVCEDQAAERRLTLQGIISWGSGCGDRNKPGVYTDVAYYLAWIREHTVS
thrombin 1536 = thrombin (human) inhibition | hit rate 0.26% among 220,000 | alpha-thrombin, Boc-VPR-AMC fluorogenic substrate cleavage | inhibition, % at 5 µM | P00734;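 active = inhibition at or above 40%; inactive = inhibition below 40%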;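 also: 0% = enzyme with no compound and 100% = wells without enzyme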
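System – human alpha-thrombin · Medium – pH 7.5 Tris (50 mM) with NaCl 150 mM, Tween 20 0.05% · Compound – single-point dosing at 5 µM, 0.2% DMSO · Incubation – enzyme reaction carried out at room temperature · Technique – fluorescence of released AMC, ex 355 nm, em 460 nm · Read-out basis – % inhibition of thrombin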
Runt-SMMHC FRET = Runt domain-CBFb-SMMHC interaction inhibition; Cerulean-Runt/Venus-CBFb-SMMHC FRET ratio 530/480, 1 h; Q01196+Q13951; hit rate 0.74% among 220,000; inhibition, % at 20 µM; AID 1434;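 active = mean inhibition across duplicate retests at 20 µM reaching about 50%, limit read from the data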;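 also: 0% = DMSO wells and 100% = wells with excess untagged CBFb-SMMHC; inhibitors lower the FRET ratio by blocking Runt binding to CBFb-SMMHC; some results filed as inactive read as strong as hits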
Hck Nef HTS = inhibitors of human Hck kinase activated by Nef. hit rate 0.68% among 220,000. P08631. Recombinant Hck-YEEI plus Nef, Z-Lyte FRET kinase assay. inhibition, % at 20 µM;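 active = Hck-Nef kinase inhibition above about 50%, limit read from the data; inactive = inhibition below that limit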;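 also: 0% = DMSO with Hck plus Nef and 100% = Hck alone without Nef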
Target sequence (P08631 whole entry, looked up): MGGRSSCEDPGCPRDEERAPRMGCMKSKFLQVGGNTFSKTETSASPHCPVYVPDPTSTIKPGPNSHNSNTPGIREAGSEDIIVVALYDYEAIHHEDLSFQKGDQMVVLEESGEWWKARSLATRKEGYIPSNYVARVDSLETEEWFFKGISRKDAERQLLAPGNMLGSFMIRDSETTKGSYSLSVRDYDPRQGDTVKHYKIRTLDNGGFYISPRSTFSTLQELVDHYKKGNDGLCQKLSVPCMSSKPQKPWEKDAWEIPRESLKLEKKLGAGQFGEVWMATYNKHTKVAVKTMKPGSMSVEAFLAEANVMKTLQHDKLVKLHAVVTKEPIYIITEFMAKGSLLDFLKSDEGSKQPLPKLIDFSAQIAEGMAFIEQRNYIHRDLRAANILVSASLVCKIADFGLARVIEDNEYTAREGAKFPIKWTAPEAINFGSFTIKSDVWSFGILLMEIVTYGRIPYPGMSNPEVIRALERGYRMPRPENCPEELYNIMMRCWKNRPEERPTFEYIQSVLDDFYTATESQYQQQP
14-3-3 Bad inh = disrupts binding of bovine 14-3-3 zeta to phospho-Bad peptide. TR-FRET 14-3-3zeta/Dy647-pBad peptide displacement, 1 h. P63103. inhibition, % at 21.7 µM. AID 781. hit rate 0.71% among 220,000;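 active = inhibition above about 70%, limit read from the data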;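 also: 0% = full 14-3-3 plus peptide FRET controls and 100% = background without 14-3-3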
Runt-CBFb FRET = blocks binding of human RUNX1 Runt domain to CBFb | Q01196+Q13951 | Cerulean-Runt/Venus-CBFb FRET ratio 530/480, 1 h | inhibition, % at 20 µM | hit rate 0.46% among 220,000;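 active = inhibition over about 50% at 20 µM in the single-dose screen, limit read from the data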;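 also: 0% = DMSO wells and 100% = excess unlabeled CBFb competitor control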
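Schedule: protein complex preformed 1 h, compound exposure 1 h, room temperature, dark; test system: Cerulean-labeled Runt domain protein; amount: 100 nM per protein; buffer or medium: Tris 50 mM pH 7.5, KCl, K2SO4, 0.01% BSA; read-out: loss of energy transfer signal; detection: FRET fluorescence; controls: 5 µM unlabeled CBFb as full-inhibition high control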
hK5 inh = kallikrein 5 (human) inhibition; Q9Y337; recombinant hK5, fluorogenic AMC substrate cleavage; inhibition, % at 5 µM; hit rate 0.59% among 210,000; AID 873;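 active = inhibition of 40% or more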;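 also: 0% = enzyme controls without compound and 100% = no-enzyme blanks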
FXIa inh = factor XIa (human) inhibition; hit rate 0.14% among 220,000; P03951; purified FXIa, Boc-Glu-Ala-Arg-AMC fluorogenic substrate; inhibition, % at 5 µM; AID 798;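 active = inhibition of at least 40%; inactive = inhibition below 40%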;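 also: fluorescence of freed AMC excited at 355 nm; 0% = enzyme without compound and 100% = no enzyme blank; many of its hits are not listed in these tables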
Wee1 degr inh = inhibitors of human Wee1 degradation. P30291. HeLa Luc-Wee1K328M stability, luciferase luminescence; 100% = proteasome inhibitor MG132 effect. reporter increase, % at 5 µM. hit rate 1.2% among 220,000;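 active = activation above the mean of all tested compounds plus 3 SD, set per screening run, cut at about 8.8% in these data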;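 also: cells exposed to compound for 20 h before luminescence read; 0% = DMSO alone and 100% = MG132 at 30 µM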
* hit, by the source's call; / = not tested or not shown; [ ] = another dose, or the depositor's remark.

Below each compound – FXIIa inh, thrombin 1536, Runt-SMMHC FRET, Hck Nef HTS, 14-3-3 Bad inh, Runt-CBFb FRET, hK5 inh, FXIa inh, Wee1 degr inh
- O=C(CSc1nnc2ccccn12)NNC(=O)c1ccc([N+](=O)[O-])cc1
    7, 0, 1, 28, 2, 0, 5, 0, -1
- CCN(CC(=O)Nc1ccccc1Br)C1CCCCC1
    9, 0, 1, -9, -9, -1, 5, 0, -3
- CCOC(=O)CCC(=O)Nc1ccc(S(=O)(=O)N2CCC(C)CC2)cc1
    11, -2, 6, 11, 0, -4, -9, 3, 2
- COc1ccc(Nc2cc(C(=O)NCCCN3CCN(C)CC3)c3ccccc3n2)c(OC)c1
    -5, 8, 0, 0, 11, -1, 4, -5, -1
- CCSc1nc(-c2ccc(OC)cc2)cc(-c2ccc(OC)cc2)c1C#N
    2, -5, -3, -4, 1[fluorescence artefact?], 1, 1, 0, -2
- Cn1nc(C(C)(C)C)cc1C(=O)O
    7, -11, -2, 20, -8, 2, -4, -1, 0
- O=C(Cn1cnc2c(nnn2Cc2ccccc2)c1=O)c1ccc(Cl)cc1
    0, 2, -4, 25, 6[fluorescence artefact?], /, -9, -5, 3
- Cc1cc(C(=O)COc2cccnc2[N+](=O)[O-])c(C)n1-c1ccccc1F
    16, 4, 1, 18, 0, 9, 4, 4, 1
- COC(=O)CCNCCSc1nnc(-c2ccco2)n1Cc1ccccc1
    5, -2, 1, 27, 11, 2, -6, -1, -1
- Cc1cc([N+](=O)[O-])nn1CCCC(=O)Nc1c(C)n(C)n(-c2ccccc2)c1=O
    6, 0, 1, 14, -6, 0, 5, 2, -3
- CCCc1cc(=O)n2[nH]c(NCc3c(Cl)cccc3Cl)nc2n1
    8, -9, 1, 2, -20, 1, -23, -3, 2
- O=C(COc1ncnc2scc(-c3ccccc3)c12)NCCN1C(=O)CSC1=O
    3, -3, -2, 22, -4, 0, -4, 0, 2
- CCOC(=O)c1c(/N=C/c2cc([N+](=O)[O-])ccc2O)sc(C)c1C
    30, -1, 0, 15, 8, 15, -13, 23, 3
- Cc1nc2c(ccc3nc(NC(=O)C4CC4)sc32)s1
    5, 10, 1, 54*, -5, -2, 0, -5, 3
- COc1cc(CNCCSc2nnnn2C)cc(OC)c1OC
    7, -2, -8, -21, 5, 1, 2, -4, 0
- Cc1ccccc1Nc1nc(N)nc(CN2CCN(c3ccccn3)CC2)n1
    2, -4, -1, 0, -8, -1, 1, -8, 2
- Cc1ccc(-c2c(C(=O)Nc3ccccc3C)c(C)[nH]c(=S)c2C#N)o1
    12, 3, -101, 56*, 0, -20, 29, 5, 0
- Cc1ccc(C(=O)Nc2ccc(N3CCOCC3)cc2)cc1
    7, 1, 0, 3, -7, -2, -6, 1, 2
- Cc1ccc(-c2nnn(CC(=O)NCc3ccccc3)n2)c(-n2cnnn2)c1
    -13, -2, -5, 2, 1, 1, -7, -17, 2
- C#CCOCCOCCOCCNc1nc(N2CCN(C(=O)[C@H]([C@@H](C)CC)n3cc([C@@H](N)Cc4ccc(O)cc4)nn3)CC2)nc(N2CCN(C(=O)[C@H](Cc3ccc(O)cc3)n3cc([C@@H](N)C(C)CC)nn3)CC2)n1 (stereo not given in full)
    10, -3, 1, -3, -7, 2, -2, -4, 0
- C#CC1(NC(=O)NC(C)(C)C)CCCCC1
    7, -4, -4, 15, -3, -2, /, -1, -1
- O=C(CSc1ccccc1C(=O)O)NCc1ccccc1
    9, -2, 1, 23, -3, -3, 0, 3, 1
- COc1ccc(CC(=O)NCc2ccccc2)cc1S(=O)(=O)N1CCOCC1
    23, 7, 5, 1, 2, 0, 1, 7, -1
- CC1(C)CC(=O)C2=C(C1)N(c1cccc(Cl)c1)C(=O)NC2(C(F)(F)F)C(F)(F)F
    6, -8, 6, 5, -2[fluorescence artefact?], -2, -20, 1, -3
- CCCc1ncc(C(O)c2cccc3ccccc23)n1C (stereo not given)
    -9, -6, 3, 14, -3, 0, 11, -9, 0
- CC(NC(=O)C1CCN(S(=O)(=O)c2cnc[nH]2)CC1)c1ccccc1 (stereo not given)
    29, 8, 3, 6, -5, -3, -5, 24, -3
- COc1cccc(/C=N/N2C(=O)C3C4c5ccccc5C(c5ccccc54)C3C2=O)c1OC (stereo not given)
    11, 0, 4, 8, 6, 0, 2, 2, -2
- O=C1C(Cl)=C(Nc2ccc(O)cc2)C(=O)c2ccccc21
    31, 22, 3, 0, -20, 9, 22, 22, 1
- CCOC(=O)NC(Nc1nc2ccccc2s1)(C(=O)OCC)C(F)(F)F (stereo not given)
    -1, -7, -40, 0, 7, -1, 8, -2, 3
- CN(CCc1ccccn1)C(=S)NC(=O)c1ccco1
    9, -7, 0, 16, -5, -17, -5, -1, -1
- NNc1nc2sc3c(c2c(=O)n1-c1ccccc1)CCCC3
    9, 3, -1, 3, -13, 2, -1, 2, 2
- CC(C)N1CCN(Cc2cccc(-n3cccn3)c2)CC1CCO (stereo not given)
    7, -4, -2, 30, -3, -3, 2, -1, -5
- Cn1nc(C(=O)Nc2ccc3c(c2)OCCO3)cc1C(=O)O
    4, -3, -5, 18, -11, 1, -3, -4, 2
- CC(=O)c1c(N2CCC(C(N)=O)CC2)nc(=S)n(-c2ccccc2)c1C
    22, 14, -3, 0, -7, 0, 45*, 9, 2
- COc1ccccc1/C=C1\Cc2ccccc2C1=O
    5, -6, -24, -7, -6, -8, 1, 3, -2
- Cc1cccc(C)c1NC(=O)C(NC=O)c1ccc(N(C)C)cc1 (stereo not given)
    12, 6, 0, 0, -12, 0, 3, 6, -1
- Cc1ccc(/C=N\NC(=O)Cn2c(C)nc3ccccc32)o1
    7, 0, 5, 1, 5, 10, -31, 7, 1
- O=C(Nc1ccc(C(=O)N2CCOCC2)cc1)c1cccc([N+](=O)[O-])c1
    9, -3, 2, 11, 1, 1, 16, 2, 0
- O=C(CSC1=NNC(c2ccccn2)S1)Nc1ccc(C(F)(F)F)cc1 (stereo not given)
    7, -4, 1, 19, -10, 6, -25, -2, 0
- O=C(NCCc1cn2ccsc2n1)C1CCCCC1
    9, -10, -1, -1, 0[fluorescence artefact?], 3, -26, -1, 2
- O=c1cc(-c2ccc(O)c(O)c2)oc2c(C3O[C@H](CO)[C@@H](O)[C@H](O)[C@H]3O)c(O)cc(O)c12 (stereo not given in full)
    12, 2, -19, -5, 4[fluorescence artefact?], -10, 14, 2, -1
- O=[N+]([O-])c1ccn(-c2nc(-c3ccccc3)cc(C(F)(F)F)n2)n1
    7, -16, 3, 20, -5, -3, 6, -1, 1
- O=C(NNC(=S)Nc1ccc(F)c(Cl)c1)c1ccccc1Br
    1, -5, 5, 11, -16, 5, -15, -4, 0
- O=C1[C@@H]2Cc3ccccc3CN2C(=O)N1c1cccc(F)c1
    18, 5, -2, 0, 0, -1, -18, 6, -1
- C/C(=N\NS(C)(=O)=O)c1ccccc1
    17, 3, -2, 0, 12[fluorescence artefact?], 0, 11, -10, 4
- COc1ccc(C2C(C(=O)Nc3cccnc3)=C(C)Nc3nc(-c4cccs4)nn32)cc1OC (stereo not given)
    10, -8, -6, 19, 4, 1, -9, 4, -1
- CCN(CC)C(=O)CSc1nc2c(sc(=S)n2-c2ccccc2)c(=O)[nH]1
    0, -5, -1, -13, 7, 0, -19, 5, 1
- CCOC(=O)c1nn(-c2ccccc2)c(=O)c2c(N)scc12
    8, 0, 11, -1, -5, 16, -5, 2, -1
- Cc1cc(C(F)F)n2nc(C(=O)Nc3ccc(S(=O)(=O)N4CCCC4)cc3)nc2n1
    4, -5, -2, 6, 0, 2, 0, -9, 1
- Cc1ccc(-c2nnc(SCC(=O)CC(=O)Nc3ccccc3)n2C)cc1
    6, -2, 15, 15, -11[fluorescence artefact?], 0, -5, -4, -1
- C=CCNC(=S)NNC(=O)c1ccc(Br)cc1
    4, -9, 1, -1, 1, 0, -18, -3, -1
- COc1ccc(CN(Cc2cc3cccc(C)c3n3nnnc23)C(=O)N2CCOCC2)cc1
    12, 7, 2, 6, -12, 0, -2, 0, -2
- CN1C(=O)/C(=C/c2ccc3c(c2)OCO3)N=C1c1ccccc1
    7, 3, 15, 4, -5[fluorescence artefact?], 1, -5, 10, 2
- CSc1cccc(NC(=O)Cn2cccc2)c1
    3, -6, 8, 0, -6, 3, -4, 2, -1
- O=C(c1ccco1)N1CCN(c2c(-c3ccccc3)c3cc(Cl)ccc3[nH]c2=O)CC1
    25, 8, 13, 7, -22[fluorescence artefact?], 9, -10, -2, 0
- CC(C)CC(=O)NC(=S)Nc1ccc(CN2CCOCC2)cc1
    9, -2, -1, 7, -6, 0, -1, -5, 5
- O=C(c1ccc2ccccc2n1)N1CCN(c2ccccc2O)CC1
    9, 2, -6, 1, -11, 1, -4, 0, 0
- O=C(CO)N/N=C/c1ccccc1F
    -5, -5, 3, 0, -3, 0, 1, -25, 0
- CCN(CC)c1ccc(/C=N/NC(=O)c2ccoc2C)cc1
    3, 0, 21, 61*, -9, 8, 1, 2, 16*
- O=C(Cc1cccs1)N/N=C/c1ccc(OCc2ccccc2)cc1
    2, -4, 0, -1, 6, 1, 7, -12, -1

(cont.)
Below each compound – FXIIa inh, thrombin 1536, Runt-SMMHC FRET, Hck Nef HTS, 14-3-3 Bad inh, Runt-CBFb FRET, hK5 inh, FXIa inh, Wee1 degr inh
- Cc1c(NC(=O)c2n[nH]c(=O)c3ccccc23)c(=O)n(-c2ccccc2)n1C
    -1, -9, -1, 7, 11, 0, -1, -9, -1
- Cc1[nH]c2ccccc2c1/C=N/NC(=O)CNC(=O)c1ccco1
    3, -4, 0, 32, -3, 2, -1, -1, 1
- CC(C(=O)Nc1ccccc1Sc1ccccc1)N(c1ccccc1)S(C)(=O)=O (stereo not given)
    5, 6, 1, 0, -14, 0, 7, 5, 1
- COc1ccc(C2CC(=O)Oc3c(C(CCN4CCCC(C)C4)c4ccc(N(C)C)cc4)c(OC)cc(OC)c32)cc1 (stereo not given)
    7, 3, -2, 16, 0, 3, 3, 4, /
- Cc1ccc(C(=O)Nc2ccccc2N2CCN(C(=O)C(C)C)CC2)cc1C
    12, 0, 0, 0, 1, -2, -7, -2, 0
- C#CCN(C)CCCOc1ccc(Cl)cc1Cl
    6, -2, 3, -3, 15, -1, -12, 0, 1
- CCCOC(=O)/C=C/c1c(C)[nH]c(=O)[nH]c1=O
    8, -2, 0, 5, 1, -2, -1, 0, -1
- CCCc1[nH]nc2c1C(CCc1ccccc1)C(C#N)=C(N)O2 (stereo not given)
    12, 1, 1, -1, -4, -1, -16, 1, 4
- Cn1cc(Cl)c(/C=C(\C#N)S(=O)(=O)c2ccccc2)n1
    6, 2, 2, 12, -9, -1, -4, 0, 1
- COc1ccc(/C(O)=C2/C(=O)C(=O)N(CCCC(=O)O)C2c2ccc(OC)c(OC)c2)cc1 (stereo not given)
    0, 4, -11, 2, 8, -1, 3, -2, 1
- CCCCNC(=O)c1cc2cccc([N+](=O)[O-])c2[nH]1
    18, 12, -1, 3, 3, -1, 9, 9, 2
- COc1cc(/C=C/C(=O)Nc2ccncc2)cc(OC)c1OC
    3, -12, -2, 1, 1, -3, -7, -3, -1
- Cc1cc(C)n(C(=O)CSc2ccc(Cl)cc2)n1
    1, -7, 1, -1, 9, 1, 8, -10, -2
- Cc1ccc(CNC(=O)C2CCC(=O)N2CCc2ccccc2)cc1 (stereo not given)
    11, 1, -4, 2, 0, 38, -12, 2, -1
